GPR7 antag: GPR7 receptor antagonists, primary screen, cell-based, fluorescence, single concentration. Neuropeptides B/W receptor type 1 (Homo sapiens), P48145. GPR7-expressing cells, fluorescence antagonist assay. inhibition, % at 4.4 µM. actives 1.1% (n = 290,000). AID 1861, 2009; in the data active means inhibition above about 16%, passing the limit was not always enough;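 further: cells stimulated with the agonist NPW; 0% = agonist with vehicle and 100% = vehicle without agonist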
NALP1 yeast inh: NALP1 inflammasome inhibitors in reconstituted yeast, colorimetric, S. cerevisiae, triplicate retest; S. cerevisiae NALP1/ASC/caspase-1 growth, X-gal OD620, 72 h; actives 0.61% (n = 280,000); AID 2071, 2009; inhibition, % at 10 µM; in the data active means inhibition mostly above about 24%, no sharp cut-off; inactive means mostly below about 32%; further: some compounds called inactive have numbers as strong as hits
MEKK3 PB1 HTS: modulators of MEKK3-MEK5 PB1 binding, primary screen, biochemical, wildtype MEKK3, multiplex bead flow cytometry, Alexa488-MEK5; Mitogen-activated protein kinase kinase kinase 3 (Homo sapiens), Q99759; bead-based flow cytometry, Alexa488-MEK5 binding to MEKK3; actives lie on both sides; 0 = blocked by unlabeled MEK5, 100 = vehicle; binding response (% of control), % at 10 µM; actives 1.4% (n = 290,000);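 active means binding response more than 3 SD above or below the average of its plate-row segment, actives on both sides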;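 further: Alexa488 bead fluorescence after subtracting the streptavidin-only scavenger bead signal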
V1aR counter: agonists of human V1a receptor, primary screen, counter-screen for OXTR agonist project, fluorescence, CHO-V1R cells. AID 2797, 2010. Fluo-8 calcium fluorescence, agonist mode; 0% DMSO, 100% 3 nM vasopressin. activation, % at 3 µM. Vasopressin V1a receptor (Homo sapiens), P37288. actives 0.25% (n = 320,000);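 active means activation above the mean activation of all tested compounds plus 3 SD, per screening run, cut at about 20% in these data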;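 further: signal is peak over basal fluorescence ratio across a 100 second FLIPR read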
Target sequence (P37288 whole entry, looked up): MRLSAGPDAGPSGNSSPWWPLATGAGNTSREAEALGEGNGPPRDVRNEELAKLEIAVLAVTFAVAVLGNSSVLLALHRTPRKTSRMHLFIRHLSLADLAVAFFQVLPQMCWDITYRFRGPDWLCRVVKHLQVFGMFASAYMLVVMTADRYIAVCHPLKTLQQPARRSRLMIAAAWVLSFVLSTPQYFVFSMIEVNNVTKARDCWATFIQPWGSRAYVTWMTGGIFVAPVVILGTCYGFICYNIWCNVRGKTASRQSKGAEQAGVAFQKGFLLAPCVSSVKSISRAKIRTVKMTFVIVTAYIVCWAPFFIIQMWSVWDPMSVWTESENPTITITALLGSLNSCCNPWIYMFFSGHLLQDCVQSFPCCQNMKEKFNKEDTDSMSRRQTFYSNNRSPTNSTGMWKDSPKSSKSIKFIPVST
MEKK2 mut-MEK5: MEK5 binding signal on mutant MEKK2 PB1, primary screen, biochemical, multiplex bead flow cytometry, Alexa488-MEK5; Alexa488-MEK5 binding to MEKK2 mutant; percent response, % at 10 µM; actives 0.35% (n = 290,000); AID 1530, 2009; in the data active means percent response above about 24%, passing the limit was not always enough; further: inactives centre near 1; some results filed as inactive read as strong as hits; reference of the scale not given here
GalR3 antag: GalR3 antagonists in HEK293 cells, primary screen, cell-based, fluorescence readout; actives 0.44% (n = 360,000); inhibition, % at 3 µM; HEK293 GalR3-CNG cAMP membrane potential fluorescence; galR3 body fused to GalR1 C-terminus; Galanin receptor type 3 (Homo sapiens), O60755;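 active means inhibition above the screen-wide average plus 3 SD, cut at about 13% in these data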;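 further: forskolin and galanin both at EC90 stimulate the cells; cAMP rise reported by CNG channel membrane potential dye signal; 0% = forskolin plus galanin with DMSO and 100% = forskolin alone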
Target sequence (O60755 1-299 limits assumed): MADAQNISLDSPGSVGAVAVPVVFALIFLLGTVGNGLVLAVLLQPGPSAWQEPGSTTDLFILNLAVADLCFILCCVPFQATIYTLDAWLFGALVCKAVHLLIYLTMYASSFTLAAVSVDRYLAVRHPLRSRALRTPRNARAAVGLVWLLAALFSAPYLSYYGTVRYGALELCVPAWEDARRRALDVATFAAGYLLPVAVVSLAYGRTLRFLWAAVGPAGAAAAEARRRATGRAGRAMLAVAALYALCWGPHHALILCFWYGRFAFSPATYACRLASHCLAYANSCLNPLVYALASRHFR
OXTR agonist: human OXTR agonists, primary screen, fluorescence, CHO-OTR cells, Fluo-8 calcium. Fluo-8 calcium fluorescence; normalized: DMSO 0%, oxytocin 100%. activation, % at 3 µM. actives 0.32% (n = 320,000). AID 2435, 2010;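 active means activation above the mean of all tested compounds plus 3 SD, cutoff set per screening run, cut at about 20% in these data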;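 further: peak over basal fluorescence ratio from a 100 s FLIPR kinetic read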
Target sequence (P30559 whole entry, looked up): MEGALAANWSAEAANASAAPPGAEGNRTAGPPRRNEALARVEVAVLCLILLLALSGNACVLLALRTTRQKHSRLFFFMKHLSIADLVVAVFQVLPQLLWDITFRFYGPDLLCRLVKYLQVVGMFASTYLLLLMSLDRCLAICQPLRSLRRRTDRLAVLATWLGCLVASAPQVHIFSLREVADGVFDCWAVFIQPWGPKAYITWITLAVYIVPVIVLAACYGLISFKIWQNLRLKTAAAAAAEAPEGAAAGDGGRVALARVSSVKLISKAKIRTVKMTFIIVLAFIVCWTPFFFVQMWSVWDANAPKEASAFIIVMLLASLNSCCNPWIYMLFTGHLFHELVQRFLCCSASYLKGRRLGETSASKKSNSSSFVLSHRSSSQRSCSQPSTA
PHOSPHO1 inh: PubChem AID 1565; Phosphoethanolamine/phosphocholine phosphatase (Homo sapiens), Q8TCT1; recombinant PHOSPHO1, absorbance phosphatase assay; inhibition, % at 13.3 µM; actives 1.1% (n = 290,000); in the data active means inhibition above about 60%
MEKK2wt PB1 HTS: modulators of MEK5 binding to wildtype MEKK2, primary screen, biochemical, multiplex bead flow cytometry, Alexa488-MEK5. Mitogen-activated protein kinase kinase kinase 2 (Homo sapiens), Q9Y2U5. Alexa488-MEK5 binding to MEKK2 WT; actives lie on both sides. AID 1531, 2009. actives 1.1% (n = 290,000). binding response (% of control), % at 10 µM; in the data active means binding response below about 67% or above about 130%
* marks the source's active call; other numbers are inactive results; [ ] = another dose, or the depositor's remark. Compounds were not picked by outcome, and some 5.4% of all compounds hit somewhere here.

`CCOC(=O)C1CCCN(S(=O)(=O)c2ccc(-c3cc(C)no3)s2)C1` (configuration not stated) gave GPR7 antag 13.8, NALP1 yeast inh 21.1, MEKK3 PB1 HTS 97.0, V1aR counter 5.4, MEKK2 mut-MEK5 -3.0, GalR3 antag -2.1, OXTR agonist 1.5, PHOSPHO1 inh 33.2 and MEKK2wt PB1 HTS 101.0.
For Cc1nc2c(C)cccn2c1/C(O)=C1\C(=O)C(=O)N(CCN(C)C)C1c1ccncc1 (configuration not stated) the results were GPR7 antag -13.7, NALP1 yeast inh 0.2, MEKK3 PB1 HTS 105.0, V1aR counter 1.7, MEKK2 mut-MEK5 6.0, GalR3 antag -8.7, OXTR agonist 0.9, PHOSPHO1 inh 44.7 and MEKK2wt PB1 HTS 110.0.
Screening COc1cc(C(=O)NC2=NCCS2)cc(OC)c1OC returned GPR7 antag 13.2, NALP1 yeast inh 18.1, MEKK3 PB1 HTS 104.0, V1aR counter 0.6, MEKK2 mut-MEK5 2.0, GalR3 antag 4.8, OXTR agonist 2.6, PHOSPHO1 inh 17.1 and MEKK2wt PB1 HTS 107.0.
For CCc1ccccc1NC(=O)N1C2CCCC1CC(NC(C)=O)C2 (configuration not stated) the results were GPR7 antag 2.6, NALP1 yeast inh -0.2, MEKK3 PB1 HTS 106.0, V1aR counter -0.7, MEKK2 mut-MEK5 3.0, GalR3 antag -5.0, OXTR agonist 0.6, PHOSPHO1 inh 15.2 and MEKK2wt PB1 HTS 105.0.
`COc1cccc(/C=C2\CCCCC2=O)c1` gave GPR7 antag -4.2, NALP1 yeast inh -16.6, MEKK3 PB1 HTS 98.0, V1aR counter 0.2, MEKK2 mut-MEK5 0.0, GalR3 antag -7.4, OXTR agonist -1.0, PHOSPHO1 inh 20.0 and MEKK2wt PB1 HTS 101.0.
COC(=O)COc1ccc2cc(-c3ccc(OC)cc3)c(=O)oc2c1 was read as GPR7 antag -4.5, NALP1 yeast inh -3.3, MEKK3 PB1 HTS 104.0, V1aR counter 1.1, MEKK2 mut-MEK5 4.0, GalR3 antag 0.8, OXTR agonist 1.0, PHOSPHO1 inh 11.9 and MEKK2wt PB1 HTS 105.0.
`CC(C)Cc1csc(NC(=O)C(C)C)c1C(=O)O` gave GPR7 antag -14.0, NALP1 yeast inh 19.8, MEKK3 PB1 HTS 91.0, V1aR counter 1.6, MEKK2 mut-MEK5 -10.0, GalR3 antag -7.7, OXTR agonist -0.9, PHOSPHO1 inh 11.9 and MEKK2wt PB1 HTS 89.0.
Screening Cc1nc2ccc(NC(=O)CCS(=O)(=O)c3ccccc3)cc2s1 returned GPR7 antag -4.4, NALP1 yeast inh 25.9, MEKK3 PB1 HTS 102.0, V1aR counter 0.7, MEKK2 mut-MEK5 -2.0, GalR3 antag -2.6, OXTR agonist 0.9, PHOSPHO1 inh -10.5 and MEKK2wt PB1 HTS 104.0.
Screening CCN(CCn1cccn1)C(=O)C1CCC(=O)N(CC2CCCCC2)C1 (configuration not stated) returned GPR7 antag -0.6, NALP1 yeast inh 7.7, MEKK3 PB1 HTS 98.0, V1aR counter 1.1, MEKK2 mut-MEK5 3.0, GalR3 antag -6.3, OXTR agonist 0.2, PHOSPHO1 inh 18.5 and MEKK2wt PB1 HTS 97.0.
`CC(=O)C(=Cc1ccc(C(=O)O)cc1)C(C)=O` gave GPR7 antag -3.6, NALP1 yeast inh 22.6, MEKK3 PB1 HTS 102.0, V1aR counter 1.5, MEKK2 mut-MEK5 -8.0, GalR3 antag -3.9, OXTR agonist 0.4, PHOSPHO1 inh 19.5 and MEKK2wt PB1 HTS 90.0.
Screening CC(=O)N1CCCC(C(=O)c2ccc3c4c(cccc24)CC3)C1 (configuration not stated) returned GPR7 antag 1.1, NALP1 yeast inh 4.4, MEKK3 PB1 HTS 96.0, V1aR counter 0.6, MEKK2 mut-MEK5 -14.0, GalR3 antag -3.2, OXTR agonist -1.4, PHOSPHO1 inh 43.6 and MEKK2wt PB1 HTS 85.0.
Screening Oc1ccc(-c2nncn2-c2ccccc2)cc1 returned GPR7 antag -5.7, NALP1 yeast inh -5.8, MEKK3 PB1 HTS 100.0, V1aR counter -0.2, MEKK2 mut-MEK5 -15.0, GalR3 antag -7.8, OXTR agonist 0.9, PHOSPHO1 inh 45.5 and MEKK2wt PB1 HTS 85.0.
Cc1ccc2c(c1)cc(C(=O)N[C@@H](Cc1ccccc1)C(=O)O)n2C was read as GPR7 antag -2.2, NALP1 yeast inh 4.3, MEKK3 PB1 HTS 100.0, MEKK2 mut-MEK5 -2.0, GalR3 antag -6.5, PHOSPHO1 inh 28.0 and MEKK2wt PB1 HTS 105.0.
O=C(COC(=O)c1c(F)cccc1F)NCCNC(=O)COC(=O)c1c(F)cccc1F was read as GPR7 antag -11.6, NALP1 yeast inh 26.3, MEKK3 PB1 HTS 96.0, V1aR counter -0.8, MEKK2 mut-MEK5 -4.0, GalR3 antag -3.4, OXTR agonist -0.7, PHOSPHO1 inh 23.9 and MEKK2wt PB1 HTS 98.0.
For CCOCCCNc1nc2c(-c3ccccc3)nnn2c2ccccc12 the results were GPR7 antag -11.4, NALP1 yeast inh 25.2, MEKK3 PB1 HTS 80.0, V1aR counter 0.0, MEKK2 mut-MEK5 -7.0, GalR3 antag -0.9, OXTR agonist -0.8, PHOSPHO1 inh 3.7 and MEKK2wt PB1 HTS 85.0.

An excerpt of the results above, as a working copy:
For CCc1ccccc1NC(=O)N1C2CCCC1CC(NC(C)=O)C2 (configuration not stated) the results were GPR7 antag 2.6, NALP1 yeast inh -0.2, MEKK3 PB1 HTS 106.0, V1aR counter -0.7, MEKK2 mut-MEK5 3.0, GalR3 antag -5.0, OXTR agonist 0.6, PHOSPHO1 inh 15.2 and MEKK2wt PB1 HTS 105.0.
`COc1cccc(/C=C2\CCCCC2=O)c1` gave GPR7 antag -4.2, NALP1 yeast inh -16.6, MEKK3 PB1 HTS 98.0, V1aR counter 0.2, MEKK2 mut-MEK5 0.0, GalR3 antag -7.4, OXTR agonist -1.0, PHOSPHO1 inh 20.0 and MEKK2wt PB1 HTS 101.0.

Going on with the list:
O=C(C1CCN(S(=O)(=O)c2cccc3cccnc23)CC1)N1CCN(c2ccccc2)CC1 was read as GPR7 antag -13.7, NALP1 yeast inh 25.9, MEKK3 PB1 HTS 98.0, V1aR counter 1.2, MEKK2 mut-MEK5 0.0, GalR3 antag -3.7, OXTR agonist 0.2, PHOSPHO1 inh 10.1 and MEKK2wt PB1 HTS 100.0.
For COC(=O)C1=C(C(=O)OC)C(c2ccc(OC)c(OC)c2)c2sc(=O)[nH]c2S1 (configuration not stated) the results were GPR7 antag -3.0, NALP1 yeast inh 9.5, MEKK3 PB1 HTS 55.0*[inhibitor], V1aR counter -0.2, MEKK2 mut-MEK5 -17.0, GalR3 antag 8.9, OXTR agonist -0.3, PHOSPHO1 inh 0.6 and MEKK2wt PB1 HTS 60.0*[inhibitor].
CCOc1ccc(S(=O)(=O)N2CCN(C(=S)NCc3ccco3)CC2)cc1 was read as GPR7 antag 0.2, NALP1 yeast inh 27.0, MEKK3 PB1 HTS 88.0, V1aR counter 3.3, MEKK2 mut-MEK5 -5.0, GalR3 antag 1.1, OXTR agonist 3.0, PHOSPHO1 inh -21.2 and MEKK2wt PB1 HTS 94.0.
For O=C(COC(=O)c1ccc(Br)o1)NC1CCCCC1 the results were GPR7 antag 6.7, NALP1 yeast inh -9.9, MEKK3 PB1 HTS 89.0, V1aR counter 0.8, MEKK2 mut-MEK5 -14.0, GalR3 antag -4.3, OXTR agonist -0.2, PHOSPHO1 inh 5.8 and MEKK2wt PB1 HTS 89.0.
Screening CCCCNC(=O)N1CCN(C/C=C/c2ccccc2)CC1 returned GPR7 antag -7.9, NALP1 yeast inh 2.6, MEKK3 PB1 HTS 103.0, V1aR counter 4.5, MEKK2 mut-MEK5 1.0, GalR3 antag 1.4, OXTR agonist 0.1, PHOSPHO1 inh 29.2 and MEKK2wt PB1 HTS 101.0.
For CCOC(=O)N1CCC(=NNC(N)=O)CC1 the results were GPR7 antag -9.5, NALP1 yeast inh -25.8, MEKK3 PB1 HTS 96.0, V1aR counter 0.5, MEKK2 mut-MEK5 -1.0, GalR3 antag -3.0, OXTR agonist -0.2, PHOSPHO1 inh 26.7 and MEKK2wt PB1 HTS 93.0.
Screening Clc1cccc(OCCCCN2CCCCC2)c1 returned GPR7 antag -2.9, NALP1 yeast inh 28.7, MEKK3 PB1 HTS 103.0, V1aR counter 0.6, MEKK2 mut-MEK5 10.0, GalR3 antag -8.5, OXTR agonist -0.3, PHOSPHO1 inh 24.7 and MEKK2wt PB1 HTS 108.0.
`NC(=O)c1c(NC(=O)CCCn2cnc([N+](=O)[O-])n2)sc2c1CCCC2` gave GPR7 antag -15.3, NALP1 yeast inh 9.5, MEKK3 PB1 HTS 95.0, V1aR counter 0.1, MEKK2 mut-MEK5 -6.0, GalR3 antag -2.7, OXTR agonist -0.5, PHOSPHO1 inh -35.1 and MEKK2wt PB1 HTS 95.0.
`O=C(O)c1ccc2c(c1)C(=O)N(c1ccc(Cl)cn1)C2=O` gave GPR7 antag -9.6, NALP1 yeast inh 25.8, MEKK3 PB1 HTS 99.0, V1aR counter 0.0, MEKK2 mut-MEK5 1.0, GalR3 antag -0.3, OXTR agonist -0.2, PHOSPHO1 inh 6.1 and MEKK2wt PB1 HTS 101.0.
For CC(C)(C)C(=O)Cn1c(=N)n(Cc2ccccc2Cl)c2ccccc21 the results were GPR7 antag -1.6, NALP1 yeast inh -9.1, MEKK3 PB1 HTS 107.0, V1aR counter -0.8, MEKK2 mut-MEK5 6.0, GalR3 antag -4.7, OXTR agonist -1.7, PHOSPHO1 inh 4.9 and MEKK2wt PB1 HTS 116.0.
Screening CCCN1CCC2(CC1)C(C#N)=C(N)Oc1c2sc2nc(C)cc(C)c12 returned GPR7 antag -7.9, NALP1 yeast inh 4.2, MEKK3 PB1 HTS 99.0, V1aR counter 10.7, MEKK2 mut-MEK5 -5.0, GalR3 antag -2.2, OXTR agonist 6.9, PHOSPHO1 inh 48.6 and MEKK2wt PB1 HTS 100.0.
`Cn1c(CC(=O)Nc2ccc(F)cc2)nnc1SCC(=O)Nc1nncs1` gave GPR7 antag -3.3, NALP1 yeast inh 16.1, MEKK3 PB1 HTS 104.0, V1aR counter 0.2, MEKK2 mut-MEK5 2.0, GalR3 antag 2.8, OXTR agonist 0.9, PHOSPHO1 inh 20.0 and MEKK2wt PB1 HTS 105.0.
CN1CCN(C(=O)/C(=C/c2cccc([N+](=O)[O-])c2)NC(=O)c2ccccc2)CC1 was read as GPR7 antag -3.3, NALP1 yeast inh 6.7, MEKK3 PB1 HTS 101.0, V1aR counter -0.2, MEKK2 mut-MEK5 3.0, GalR3 antag -9.8, OXTR agonist 0.0, PHOSPHO1 inh -2.8 and MEKK2wt PB1 HTS 95.0.
For N#CCCn1nnc2ccccc21 the results were GPR7 antag -3.2, NALP1 yeast inh 17.6, MEKK3 PB1 HTS 109.0, V1aR counter 0.5, MEKK2 mut-MEK5 3.0, GalR3 antag -0.8, OXTR agonist -0.6, PHOSPHO1 inh -1.2 and MEKK2wt PB1 HTS 105.0.
